M1 antag = human CHRM1 antagonism. hit rate 1.3% among 360,000. P11229. AID 588852. inhibition, % at 3 µM. CHO-K1 hM1, Fluo-8 calcium fluorescence, ACh EC80 antagonist;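 active = percent inhibition above its own plate's cutoff, namely the mean of that plate's compound wells plus 3 SD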;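 note: peak over basal fluorescence ratio during 140 s after agonist addition; 0% = ACh EC80 plus DMSO and 100% = DMSO alone without agonist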
Target sequence (P11229 whole entry, looked up): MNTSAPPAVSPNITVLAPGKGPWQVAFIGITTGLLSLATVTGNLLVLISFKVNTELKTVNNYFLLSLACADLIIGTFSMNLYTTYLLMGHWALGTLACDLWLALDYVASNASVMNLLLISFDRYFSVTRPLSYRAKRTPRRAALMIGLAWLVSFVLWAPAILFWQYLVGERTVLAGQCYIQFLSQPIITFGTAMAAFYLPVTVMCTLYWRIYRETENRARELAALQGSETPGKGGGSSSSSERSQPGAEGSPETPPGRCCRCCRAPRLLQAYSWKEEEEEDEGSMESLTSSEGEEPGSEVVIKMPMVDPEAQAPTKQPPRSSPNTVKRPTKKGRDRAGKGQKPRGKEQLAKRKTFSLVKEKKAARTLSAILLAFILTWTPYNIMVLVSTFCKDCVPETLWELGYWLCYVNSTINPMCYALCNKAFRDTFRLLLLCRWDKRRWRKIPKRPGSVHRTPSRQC
TAAR1 ag = human TAAR1 agonism; Q96RJ0; CHO RD-HGA16 TAAR1, Fluo-8 calcium fluorescence; vehicle wells 0%, saturating PEA agonist 100%; activation, % at 3 µM; hit rate 0.99% among 360,000; AID 624467;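 active = activation above the mean activation of all test compounds in the run plus 3 SD, cut at about 38% in these data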
Target sequence (Q96RJ0 whole entry, looked up): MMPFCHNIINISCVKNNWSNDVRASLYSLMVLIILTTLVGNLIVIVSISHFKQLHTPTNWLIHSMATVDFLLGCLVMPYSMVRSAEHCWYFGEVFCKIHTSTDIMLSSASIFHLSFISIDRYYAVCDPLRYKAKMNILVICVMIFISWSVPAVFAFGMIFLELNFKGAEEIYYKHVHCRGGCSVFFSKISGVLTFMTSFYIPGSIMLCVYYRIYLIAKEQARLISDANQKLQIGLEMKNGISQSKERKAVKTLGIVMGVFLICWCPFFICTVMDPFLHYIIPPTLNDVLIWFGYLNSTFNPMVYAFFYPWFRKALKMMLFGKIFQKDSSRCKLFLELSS
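Assay system – CHO-derived RD-HGA16 cells with stable Gα16 and human TAAR1 · Compound dosing – one-point dosing at 3 µM (nominal) · Incubation – 17-24 h seeding, 75 min 37 °C dye, 30 min RT · Measured by – kinetic Fluo-8 calcium fluorescence · Control set – DMSO vehicle as 0%, PEA at EC100 as 100% · Repeats – single well for each compound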
M1 ag parental = nonselective activator or artifact in parental CHO-K1 cells | activation, % at 3 µM | Fluo-8 calcium fluorescence; scaled to maximal ATP response, vehicle zero | hit rate 0.48% among 360,000; in the data active = activation above about 15%;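 note: untransfected CHO-K1 host cells lacking M1 receptor as counterscreen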
CHRM1 PAM = potentiates human M1 receptor response to acetylcholine; activation, % at 3 µM; hit rate 0.088% among 360,000; CHO-K1 hM1, Fluo-8 calcium fluorescence, ACh EC20; 0% = ACh EC20, 100% = maximal ACh; AID 588819; P11229; in the data active = activation above about 19%, passing the limit was not always enough
CHO-K1 Ca antag = nonselective inhibitor or artifact in parental CHO-K1 cells; inhibition, % at 3 µM; ATP-induced calcium, Fluo-8 fluorescence; hit rate 0.6% among 360,000;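 active = inhibition above a per-plate cutoff, the plate's mean sample inhibition plus 3 SD, cut at about 24% in these data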;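 note: 0% = DMSO plus EC80 ATP and 100% = DMSO alone without ATP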
TAAR1 antag = antagonists of human TAAR1; Q96RJ0; CHO RD-HGA16 TAAR1, Fluo-8 calcium fluorescence, antagonist; inhibition, % at 3 µM; hit rate 1.5% among 360,000; AID 624466;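 active = inhibition above a per-plate cutoff, the mean inhibition of test compounds on that plate plus 3 SD, cut at about 49% in these data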;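 note: 0% = DMSO plus EC80 beta-PEA response and 100% = DMSO alone without agonist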
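Assay system: RD-HGA16 CHO cells with stable hTAAR1 and Gα16 / Reagent: EC80 β-phenethylamine stimulus / Doses: 3 µM, single point / Timing: dye loading 75 min at 37 °C, then 30 min room temperature / Measured by: Fluo-8 intracellular calcium dye fluorescence, real-time kinetic reads / Controls: vehicle wells and EC80 agonist wells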
CHRM1 agonist = human M1 muscarinic receptor agonism; hit rate 0.33% among 360,000; P11229; activation, % at 3 µM; CHO-K1 hM1, Fluo-8 calcium fluorescence, agonist mode; 0% DMSO, 100% acetylcholine EC100;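 active = activation above the run's mean compound activation plus 3 SD, cut at about 16% in these data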;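 note: peak over basal fluorescence ratio within a 140 s kinetic read after compound addition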
CHO parental Ca = counter-screen: ATP calcium response change in parental CHO cells; parental CHO-K1, ATP-induced calcium, Fluo-8 fluorescence; inhibition, % at 5.6 µM; hit rate 0.63% among 330,000; AID 463079;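 active = inhibition above that plate's mean sample inhibition plus 3 SD, cut at about 26% in these data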;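 note: 0% = ATP-challenged DMSO wells and 100% = DMSO wells without ATP; some compounds past the cut are filed as inactive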
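Test system: parental CHO cells; detection: calcium-sensitive Fluo-8 fluorescence; evaluation: percent inhibition of calcium signal; also added: ATP as calcium-mobilizing challenge; repeats: one well per compound; control set: ATP-challenged DMSO wells low, unchallenged DMSO wells high; compound: single nominal dose of 5.6 µM per compound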
CHO-K1 Ca PAM = counter-screen for M1 PAMs: effect in parental CHO-K1 cells | AID 602247 | hit rate 0.02% among 360,000 | activation, % at 3 µM | ATP EC20, Fluo-8 calcium fluorescence; 0% at ATP EC20, 100% at ATP max;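 active = activation above the run cutoff, the mean activation of all test compounds plus 3 SD, cut at about 40% in these data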;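 note: peak over basal fluorescence ratio in a 140 s read after ATP addition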
Starred values were filed as active, the others as inactive; nt = not tested or not shown; & = joins results of further samples.

SMILES	M1 antag	TAAR1 ag	M1 ag parental	CHRM1 PAM	CHO-K1 Ca antag	TAAR1 antag	CHRM1 agonist	CHO parental Ca	CHO-K1 Ca PAM
CCOCCOC(=O)C1=C(C)N(C)C(=O)NC1c1ccccc1Cl (stereo unspecified)	-5.7	1.1	0.2	4.1	-3.5	-9.6	-0.3	-13.6	2.4
O=C(Nc1ccccc1N1CCCCC1)c1ccc(-c2cccc(Cl)c2)o1	-9.2	0.8	-0.1	5.8	12.7	-25.0	-2.9	-3.1	-9.2
COc1cc(C(=O)NNC(=O)c2ccc(S(=O)(=O)N3CCCCC3)cc2)cc(OC)c1OC	-9.4	-0.3	0.2	10.8	-14.9	3.9	-7.6	-13.6	19.6
O=C(c1ccc(Br)o1)N(c1ccccn1)C1CCCCC1	3.0	1.1	0.4	-2.3	-5.0	9.6	-6.1	-9.3	22.4
O=c1cc(CN2CCN(S(=O)(=O)c3ccc4c(c3)OCCO4)CC2)c2ccc(O)cc2o1	4.3	15.1	2.0	-2.2	11.7	15.8	0.1	1.3	-6.6
COc1ccc(N(C(=O)c2cc3ccccc3oc2=O)C2C=CS(=O)(=O)C2)c(OC)c1 (stereo unspecified)	2.0	-0.6	0.4	-1.3	-3.3	-6.1	-2.5	-7.0	-0.3
Cc1ccc(C(=O)OCC(=O)NCCC2=CCCCC2)cc1N	2.5	0.7	3.6	-0.5	-4.5	-7.1	-4.3	-7.1	3.5
Cc1noc(C)c1CSCC(=O)Oc1ccc(N(C)S(=O)(=O)c2ccc(Cl)cc2)cc1	3.7	5.2	3.2	-2.3	1.3	53.4*	-1.4	12.2	-5.0
O=C(COC(=O)Cn1cnc2ccccc21)NCCc1ccc(Cl)cc1	-11.2	0.5	0.4	8.3	-20.2	-15.7	-2.0	-8.9	16.8
Fc1ccc(CSc2nnc(-c3ccncc3)o2)cc1	4.3	-1.4	4.5	-9.5	-0.9	18.4	-6.2	-5.4	9.6
CCCCn1c(N)c(N(CC(C)C)C(=O)c2cc(-c3ccc(OC)cc3)nc3ccccc23)c(=O)[nH]c1=O	-1.4	-0.6	1.2	3.6	-17.6	4.2	-6.1	nt	7.0
Cc1ccc(C(=O)COC(=O)CCN2C(=O)C3C4C=CC(C5CC45)C3C2=O)cc1 (stereo unspecified)	14.0	3.8	3.4	-7.7	5.3	8.9	-3.4	-32.0	8.0
COc1cc(S(=O)(=O)N2CCCCC2)c(OC)cc1Br	-15.4	10.7	1.4	12.7	-13.4	7.3	-2.7	-23.6	21.3
Cc1ccc(Cl)cc1N(CC(=O)N1CCCCCC1)S(C)(=O)=O	-4.2	16.1	1.0	4.0	-8.8	-4.8	-4.8	-6.1	20.9
CCSc1nc(O)cc(=O)[nH]1	1.0	2.2	0.1	2.0	1.5	-2.2	-2.2	-0.7	12.8
Cc1cc(C)cc(N2C(=O)CN(Cc3ccccc3)C2=S)c1	-12.0	10.4	-0.3	6.5	-3.6	3.3	-3.7	-12.8	17.9
Cc1cnc(NC(=O)NCC2CCCC(CNC(=O)Nc3ncc(C)s3)C2)s1 (stereo unspecified)	-12.0	6.1	0.9	8.8	-16.8	-9.1	-8.6	-14.9	8.5
Cn1c(NCCO)nc2c(c1=O)C1(CCCCC1)Cc1ccccc1-2	-7.8	7.5	1.1	10.1	4.0	-0.8	1.6	-20.5	13.6
COC(=O)CN(c1ccc(OC)cc1)S(=O)(=O)c1c(C)noc1C	-8.6	1.8	0.4	4.2	-11.5	-3.6	-4.0	-4.7	15.1
CCCOc1ccc(F)cc1-c1cc(C(=O)NCc2ccc(C(F)(F)F)cc2)[nH]n1	19.6	nt	2.1	-15.5	-5.9	nt	-5.9	nt	27.3
O=[N+]([O-])c1ccc(NCCNS(=O)(=O)c2ccccc2)c(C(F)(F)F)c1	-7.8	5.5	1.2	-2.0	-3.3	-1.1	-3.7	7.3	2.4
O=C(c1ccco1)N1CCN(S(=O)(=O)c2ccc3[nH]c(=O)oc3c2)CC1	-8.0	7.5	0.1	6.3	-13.9	5.0	-2.1	8.1	9.8
CCOC(=O)CN(c1ccccn1)S(=O)(=O)c1ccccc1	-3.7	2.7	0.3	7.9	-8.9	-6.3	-4.2	-8.9	19.7
COc1ccc(OC)c(C2C(C(C)=O)=C(O)C(=O)N2c2ccc(O)cc2)c1 (stereo unspecified)	11.9	1.1	2.1	-1.4	2.0	-2.4	-2.2	5.2	5.3
CC(=O)N1CC[n+]2c(-c3ccc([N+](=O)[O-])cc3)csc21	-21.5	0.0	-0.3	21.3	-5.7	6.2	-0.1	-4.7	-13.1
Cc1cc([N+](=O)[O-])ccc1NC(=O)Cc1ccc(F)cc1	-1.8	0.5	2.5	1.5	-13.7	14.6	-6.0	-9.6	7.8
COc1ccc(C(=O)Nc2ccc3nc4n(c(=O)c3c2)CCCCC4)cc1OC	-17.2	5.1	0.4	8.7	-10.4	-12.2	-2.2	nt	19.6
CC(C)(C)NC(=O)CSc1nncn1NCc1ccccc1	-11.8	0.0	0.8	8.7	-9.5	-0.9	-3.5	-13.3	22.3
Clc1ccc(-c2cc3ccccc3nc2N2CCOCC2)cc1	1.3	0.7	-0.3	3.3	-17.1	-12.3	-8.5	-37.3	20.5
COC(=O)c1cc(C(=O)c2cccc(Cl)c2Cl)cn1C	8.9	4.8	0.1	-0.8	-9.1	0.7	-3.5	-2.1	4.5
COc1ccccc1CNC(=O)c1cc(-c2ccc(F)cc2OC)n[nH]1	-9.4	5.6	5.1	2.0	-10.2	22.4	-2.9	nt	14.5
Cc1ccc(S(=O)(=O)N(C)C2(C)CCS(=O)(=O)C2)cc1 (stereo unspecified)	-7.3	0.5	0.8	2.4	-14.8	-4.0	-4.6	-1.0	22.3
COc1ccc(C2=NOC(C(=O)N3CCOCC3)C2)cc1OC (stereo unspecified)	-4.4	2.5	0.9	2.9	-12.1	9.5	-3.3	-4.9	25.2
Cc1csc(Nc2cccc3ccccc23)n1	0.1	5.8	0.0	2.9	2.8	-5.2	-7.9	-9.8	7.3
CCOc1ccc(CNC(=O)CN2C(=O)C(c3ccccc3)Oc3cccnc32)cc1 (stereo unspecified)	7.1	3.0	0.3	-8.6	-12.5	31.4	0.3	-19.7	-17.5
CCN1CC=C2C(C#N)=C(N)C(C#N)(C#N)C(CCc3ccccc3)C2C1 (stereo unspecified)	18.2	8.8	1.8	-15.2	8.5	5.7	-2.1	-6.7	-0.9
COc1cccc2cc(C(=O)N3CCCCCCC3)c(=O)oc12	-12.6	1.3	5.4	9.8	-13.6	-0.6	-1.1	-7.7	-0.9
COCCNc1nc2c(S(=O)(=O)c3cc(C)ccc3C)nnn2c2ccccc12	-4.0	0.7	0.4	5.5	3.3	9.6	-8.7	-6.8	12.8
Cn1c(=O)[nH]c(=O)c2c1nc(CN1CCN(c3cccc(Cl)c3)CC1)n2CCN1CCOCC1	20.7	2.5	0.3	-14.4	-17.4	-0.2	-3.4	-17.0	-10.1
O=C(NCCc1ccc(Cl)cc1)c1cnc2n(c1=O)CCS2	-11.8	3.0	2.2	3.1	-4.7	10.2	-0.8	-7.5	17.7

Individual results from the results shown.
COC(=O)c1cc(C(=O)c2cccc(Cl)c2Cl)cn1C in TAAR1 ag is entered as 4.8
O=C(Nc1ccccc1N1CCCCC1)c1ccc(-c2cccc(Cl)c2)o1 in M1 antag is entered as -9.2

(more compounds)
SMILES	M1 antag	TAAR1 ag	M1 ag parental	CHRM1 PAM	CHO-K1 Ca antag	TAAR1 antag	CHRM1 agonist	CHO parental Ca	CHO-K1 Ca PAM
CCSCc1nnc(SCC(=O)Nc2nc3ccccc3s2)n1C	8.1	5.7	0.9	-1.2	-0.5	-3.7	-4.9	-7.4	-1.2
CC1=C(C(=O)Nc2ccccc2)C(c2ccco2)NC(=O)N1 (stereo unspecified)	-12.8	-1.7	0.1	-1.5	-8.8	-16.7	-1.4	15.1	-5.2
O=[N+]([O-])c1cc(-c2cnc3ccccc3n2)ccc1Oc1ccc(Br)cc1	-4.8	5.3	0.3	5.3	-14.1	4.1	-4.6	-11.9	16.9
Cc1ccc(S(=O)(=O)N2CCCC(C(=O)N3CCN(C)CC3)C2)cc1 (stereo unspecified)	-9.0	0.3	1.9	5.4	-0.3	-7.6	3.7	-3.1	3.3
COc1ccc(-c2nc3cnccn3c2Nc2ccc(C)cc2)cc1	-12.3	-2.3	-0.4	7.7	19.6	-46.6	-7.4	-15.7	9.5
O=C(Nc1nnc(-c2cccs2)o1)C1CC1	-2.6	1.0	0.2	8.2	-2.2	-8.3	0.5	-8.5	7.8
Cc1ccc(N2C(=O)N3[C@H]4c5ccccc5OC[C@@H]4[C@@H](c4ccccc4)[C@@]3(C)C2=O)cc1	-4.1	nt	0.0	4.9	-16.6	nt	-0.9	-15.2	-12.7
O=C(O)c1cc(-n2[nH]c(=O)c3ccccc3c2=O)ccc1Cl	-7.2	7.0	0.0	3.4	-5.1	1.9	-2.0	-4.1	22.7
CC1CCN(Cc2c(C(=O)N/N=C/c3cc(Cl)ccc3O)nnn2-c2nonc2N)CC1	-4.6	1.8	0.0	12.8	-12.9	-12.5	-1.5	-2.5	17.6
COc1ccccc1C1=NOC(Cn2c(NCCCO)nc3c2c(=O)n(C)c(=O)n3C)C1 (stereo unspecified)	-4.7	1.5	1.7	1.7	-10.7	1.5	-4.0	-8.8	20.7
CC(=O)Nc1cccc(NC(=O)CSc2nnc(Cc3cccn3C)n2-c2ccc(C)cc2)c1	0.7	11.4	-0.6	4.0	-4.5	-6.4	-2.4	-11.8	3.1
CCN(C(=O)c1cnc(OC)cc1C(F)(F)F)c1ccc(Cl)cc1Cl	-16.4	-0.8	0.3	11.8	-3.4	-12.2	-3.6	-14.3	9.1
O=C(c1ccc(F)cc1F)N1CCCC(c2nc(-c3cccs3)no2)C1 (stereo unspecified)	0.7	4.3	2.1	11.6	10.6	-2.6	-1.3	-5.7	-18.5
COc1ccc(N2C(=O)CC(N3CCN(S(=O)(=O)c4c(C)cc(C)cc4C)CC3)C2=O)cc1 (stereo unspecified)	-2.7	-1.1	2.1	4.0	-13.8	-3.4	-3.0	-11.3	16.7
CC(=O)C1=CCC(c2ccc(Cl)cc2)N(S(=O)(=O)c2ccc(C)cc2)C1 (stereo unspecified)	9.7&23.2	1.5&2.0	3.7&2.3	-8.0&-13.7	14.4&14.8	14.2&29.8	-8.1&-8.6	nt	12.2&4.2
O=C(NNC(=O)c1ccc(-c2ccccc2)cc1)Nc1ccccc1F	0.2	2.1	0.2	1.5	-2.5	-9.9	-2.8	-13.9	4.3

Assay outcomes (PubChem BioAssay)
